Source: PubChem BioAssay (several laboratories)
Keap1-Nrf2 PPI = Keap1-Nrf2 (human) interaction inhibition. Q14145. Keap1 Kelch-Nrf2 peptide fluorescence polarization, 1536-well. inhibition, % at 9.4 µM. hit rate 0.15% among 340,000. AID 504523; in the data active = inhibition above about 12%;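 also: human Keap1 Kelch domain with fluorescein labeled Nrf2 9mer peptide probe; 0% = neutral control wells and 100% = peptide positive control; higher means more block of Keap1 binding to Nrf2 peptide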
Target sequence (Q14145 whole entry, looked up, the tested form may be a part): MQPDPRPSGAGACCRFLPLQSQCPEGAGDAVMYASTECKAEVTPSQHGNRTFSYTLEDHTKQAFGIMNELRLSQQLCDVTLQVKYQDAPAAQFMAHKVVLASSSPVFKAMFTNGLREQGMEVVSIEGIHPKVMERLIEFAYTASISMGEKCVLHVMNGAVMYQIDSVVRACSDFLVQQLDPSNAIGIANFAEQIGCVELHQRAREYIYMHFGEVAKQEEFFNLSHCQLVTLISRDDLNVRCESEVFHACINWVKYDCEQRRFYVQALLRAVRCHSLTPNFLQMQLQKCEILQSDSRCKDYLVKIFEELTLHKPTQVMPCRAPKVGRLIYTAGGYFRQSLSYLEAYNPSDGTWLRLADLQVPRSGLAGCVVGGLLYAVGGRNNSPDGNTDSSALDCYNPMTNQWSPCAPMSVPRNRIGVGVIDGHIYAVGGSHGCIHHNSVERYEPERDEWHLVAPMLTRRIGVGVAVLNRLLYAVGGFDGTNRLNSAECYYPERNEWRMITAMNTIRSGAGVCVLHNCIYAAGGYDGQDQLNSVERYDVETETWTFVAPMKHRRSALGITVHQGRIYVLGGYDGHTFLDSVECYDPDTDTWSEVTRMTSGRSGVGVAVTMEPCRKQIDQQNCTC
V-ATPase pHluor = regulators of yeast V-ATPase proton transport; AID 504577; hit rate 0.37% among 350,000; S. cerevisiae, pHLuorin cytosolic pH fluorescence; response, % at 10 µM; in the data active = response mostly above about 7.3%, no sharp cut-off; inactive = mostly below about 5.4%; also: actives read high; inactives centre near 0; some compounds called inactive have numbers as strong as hits; reference of the scale not given here
HTR5A ag ctr = activates human HTR5A in OPRM1-OPRD1 agonist counter-screen | P47898 | activation, % at 9.3 µM | HTR5A agonist assay, luminescence, cell-based | hit rate 0.61% among 340,000 | AID 504692; in the data active = activation mostly above about 9.5%, no sharp cut-off; inactive = mostly below about 7.6%;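 also: 0% = cells with vehicle only and 100% = reference agonist; strong numbers were not always called active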
Target sequence (P47898 whole entry, looked up): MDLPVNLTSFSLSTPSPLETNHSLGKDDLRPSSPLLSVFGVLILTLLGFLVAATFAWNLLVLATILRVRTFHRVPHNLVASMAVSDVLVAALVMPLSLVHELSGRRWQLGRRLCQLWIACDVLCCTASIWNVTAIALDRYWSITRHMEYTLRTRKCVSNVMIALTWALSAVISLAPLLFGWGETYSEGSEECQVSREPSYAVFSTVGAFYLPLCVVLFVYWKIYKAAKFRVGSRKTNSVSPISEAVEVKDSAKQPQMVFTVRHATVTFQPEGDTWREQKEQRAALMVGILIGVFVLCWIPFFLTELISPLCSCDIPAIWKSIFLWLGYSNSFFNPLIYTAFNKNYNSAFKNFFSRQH
OPRM1-OPRD1 inv = inverse agonists of human mu-delta opioid receptor heterodimerization | P35372+P41143 | cell-based MOR-DOR heterodimer luminescence, inverse agonism | inhibition, % at 9.3 µM | hit rate 0.21% among 340,000 | AID 504357; in the data active = inhibition above about 22%, passing the limit was not always enough;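 also: 0% = cells with DMSO and 100% = wells without cells with DMSO; values of inactives mirror those of a sister screen read the other way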
OPRM1-OPRD1 ag = agonists of human mu-delta opioid receptor heterodimerization | activation, % at 9.3 µM | P35372+P41143 | cells, OPRM1-OPRD1 heterodimerization, luminescence | hit rate 0.3% among 340,000 | AID 504326; in the data active = activation above about 18%;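 also: 0% = vehicle-treated cells and 100% = reference agonist; values of inactives mirror those of a sister screen read the other way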
CAL-PDZ inh HTS = inhibitors of human CAL PDZ peptide binding; Q9HD26; purified CAL PDZ, TMR-peptide fluorescence polarization, 1 h; inhibition, % at 24.9 µM; hit rate 0.92% among 300,000; AID 602252;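 active = mean inhibition of at least 30% with at least half of replicates also reaching 30%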;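 also: 0% = DMSO neutral control and 100% = excess unlabeled competitor peptide PRC23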
cardiac RTF act = increases calcium sensitivity of human cardiac regulated thin filaments | P19429+P45379 | IANBD-labeled TnC RTF fluorescence at EC20 calcium; 0% EC20 calcium, 100% full calcium | activation, % at 7.2 µM | hit rate 0.24% among 340,000;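 active = activation above the mean over all tested compounds plus 3 SD, cut at about 30% in these data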;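 also: rise in fluorescence read as greater calcium sensitivity of cardiac thin filaments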
Cardiac RTF inh = cardiac RTF calcium desensitization; P19429+P45379; IANBD-labeled cardiac RTF, Ca2+ fluorescence; inhibition, % at 7.15 µM; hit rate 0.12% among 340,000; AID 493244;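 active = inhibition above the mean inhibition of all tested compounds plus 3 SD, cut at about 17% in these data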;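 also: assay run at fixed EC70 calcium of 1.6 mM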
LANA DNA inh = KSHV C-LANA DNA binding inhibition. MBP-C-LANA/FAM-LBS DNA binding, fluorescence polarization. inhibition, % at 9 µM. AID 504423. hit rate 0.078% among 340,000;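 active = highest replicate inhibition at or above 60% at 9 µM, even if other replicates fall short; inactive = all replicates below 60% inhibition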;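 also: 0% = neutral control wells and 100% = 4 µM acridine orange control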
HTR5A inv ctr = inverse agonist of human HTR5A in OPRM1-OPRD1 counter-screen | HTR5A cell line, luminescence, inverse agonism | P47898 | hit rate 0.083% among 340,000 | AID 504634 | inhibition, % at 9.3 µM; in the data active = inhibition mostly above about 23%, no sharp cut-off; inactive = mostly below about 18%;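 also: 0% = cells with DMSO and 100% = no-cell wells with DMSO; some compounds called inactive have numbers as strong as hits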
* = called active by the depositor; / = no result given. Compounds as they come, and some 2.8% of all compounds hit somewhere here.

SMILES	OPRM1-OPRD1 inv	OPRM1-OPRD1 ag	Keap1-Nrf2 PPI	CAL-PDZ inh HTS	LANA DNA inh	cardiac RTF act	HTR5A inv ctr	V-ATPase pHluor	HTR5A ag ctr	Cardiac RTF inh
CCn1c(-c2ccc(Cl)cc2)n[nH]c1=S	0	-0.1	-3	-1	0.9	4	24	7	-2	-5
COc1ccc(N(C(=O)c2ccc(F)cc2)C2=CC3CCC(C2)N3C)cc1 (stereo not drawn)	11	-2.3	1	-4	0.5	5	-3	-5	1	-7
COc1ccccc1N1CCN(C(=O)c2cc3sccc3n2C)CC1	4	-0.7	0	-4	0.6	-1	-17	1	0	-3
COc1ccccc1CCC(=O)OCC(=O)Nc1c(Br)cc(C)cc1Br	7	-1.1	6	-2	0.9	-5	-9	-1	3	3
O=C(Nc1ccc(F)cc1)C1CCCCC1	8	-1.5	1	-4	1.2	5	-16	-4	6	-15
CC(C)(C)Nc1nc(SCc2ccccc2)nc(N2CCOCC2)n1	-21	4.2	-2	1	-0.9	-1	-3	5	1	-5
COCCN(CC(=O)Nc1cccc(C)c1C)C(=O)c1ccc2c(c1)OCO2	14	-2.2	-2	-2	-0.7	1	20	-2	0	-21
O=C(COC(=O)c1ccc([N+](=O)[O-])cc1)Nc1ccccc1C(=O)NC1CC1	11	-2.2	0	0	-0.6	0	-6	1	1	-1

A few values from above:
COCCN(CC(=O)Nc1cccc(C)c1C)C(=O)c1ccc2c(c1)OCO2 @ Cardiac RTF inh: -21
O=C(COC(=O)c1ccc([N+](=O)[O-])cc1)Nc1ccccc1C(=O)NC1CC1 @ HTR5A ag ctr: 1
CCn1c(-c2ccc(Cl)cc2)n[nH]c1=S @ CAL-PDZ inh HTS: -1
COc1ccccc1N1CCN(C(=O)c2cc3sccc3n2C)CC1 @ HTR5A inv ctr: -17

Later entries:
SMILES	OPRM1-OPRD1 inv	OPRM1-OPRD1 ag	Keap1-Nrf2 PPI	CAL-PDZ inh HTS	LANA DNA inh	cardiac RTF act	HTR5A inv ctr	V-ATPase pHluor	HTR5A ag ctr	Cardiac RTF inh
N/C(Cc1ccc([N+](=O)[O-])cc1)=N\OC(=O)c1ccc(Br)cc1	-24	4.5	-2	1	3.3	7	-9	2	3	-1
CCCCC1CCC(C(=O)OCC(=O)N(CCOC)c2c(N)n(Cc3ccccc3)c(=O)[nH]c2=O)CC1 (stereo not drawn)	7	-1.4	/	-10	/	-5	-12	3	4	-2
Cc1cccnc1NC(=S)NC(=O)c1cccs1	10	-1.8	1	-2	2.2	-1	-15	1	2	-4
Cc1ccc(/C=N/Nc2nc(C(C)(C)C)cs2)o1	-27	4.0	-4	9	1.9	-8	16	2	1	-14
Cc1ccc(NC(=O)COC(=O)Cn2cnc3c2c(=O)n(C)c(=O)n3C)cc1F	7	-1.1	-2	-6	1.8	-3	8	4	-3	-6
Cc1cc(OCC(=O)N2CCN(c3ccccn3)CC2)cc(C)c1Br	7	-1.3	2	-2	-0.6	-4	8	4	2	4
CN(C)c1ccc(-c2cccc(C3CC=CC4C3C(=O)N(Cc3ccccc3)C4c3ccc(C(F)(F)F)cc3)c2)cc1 (stereo not drawn)	18	-3.0	4	0	3.7	1	-6	-1	2	-15
COc1ccccc1NC(=O)c1ccc(NC(=O)CNC(=O)c2ccc(OC)c(OC)c2)cc1	-3	0.4	2	-7	-0.8	8	-4	5	2	-6
CCc1ccc(C(=O)NNc2cc(Cl)cc(Cl)c2)cc1	-16	3.2	-2	-2	0.2	9	-8	1	-1	-2
CCOc1ccc(Br)cc1CNCc1cccnc1	14	-3.1	-3	0	-0.2	6	-13	-4	3	-1
O=C1/C(=C\c2ccsc2)NC(=S)N1c1ccccc1	8	-1.4	-7	-3	-1.1	-1	-2	1	1	-2
O=C(CCC1CCCN(C2C3CC4CC(C3)CC2C4)C1)NCc1ccc(F)c(F)c1 (stereo not drawn)	5	-1.1	-2	3	2.9	3	-2	-1	1	2
Cc1nn2c3c(cnc2c1-c1ccccc1)C(=O)CCC3	8	-1.4	-1	-5	-0.1	9	1	2	1	-7
O=C(CCN1C(=O)/C(=C/c2cccs2)SC1=S)Nc1ccc(O)cc1	-17	3.2	-16	-5	0.2	1	4	0	-1	-9
CCOc1c(Cl)cc(C(=O)NCCN2CCCCC2)cc1Cl	-5	1.0	8	-3	-0.5	-4	18	-1	-7	-2
COc1ccc(CNC(=O)CN2C(=O)NC(c3ccccc3)(c3ccccc3)C2=O)cc1	4	-0.8	0	9	0.2	-1	4	-3	-1	4
O=C(COC(=O)C12CC3CC(CC(C3)C1)C2)NNC(=O)c1ccccc1	6	-1.3	-5	/	-0.4	2	21	-3	-9	-4
COCc1ccc(C(=O)N2CCCC(C(=O)c3ccc(Cl)cc3C)C2)o1 (stereo not drawn)	3	-0.7	0	-12	3.1	-2	14	-1	4	-3
COc1ccc(-n2nc(C(=O)N3CCCCC3)c(C)c(C#N)c2=O)cc1	4	-0.8	-4	-3	-1.0	-7	0	0	0	-24
COc1ccc2c(c1)OC[C@H]1[C@H]2N2C(=O)CN(Cc3ccc(C)cc3)C(=O)[C@@]2(C)[C@H]1c1ccccc1	-3	0.5	-3	-5	0.2	1	8	3	3	-33
CCN(CC(=O)NCc1ccc(Cl)cc1)CC(=O)NC1(C#N)CCCC1	-8	1.0	0	30	-2.0	-5	-9	-4	3	-18
COc1ccccc1NC(=O)N1CCN(c2ccccc2F)CC1	0	0.0	-5	-1	-3.4	5	-1	1	1	-21
O=C(NCCc1ccccc1)c1ccc(CS(=O)(=O)Cc2ccc(F)cc2)o1	-3	0.5	2	-3	0.5	-2	-11	2	3	-10
CN(C)S(=O)(=O)N1CCC(Oc2cccc(C(=O)NC3CCCCCC3)c2)CC1	-2	0.3	-1	-4	-0.7	-2	26	0	5	-1
O=C(CCCN1C(=O)/C(=C/c2cccs2)SC1=S)NNC(=O)c1cccnc1	11	-2.2	-1	-1	-2.7	5	25	4	0	-10
O=C(CCC1CCCC1)NNC(=O)c1ccc(F)cc1	11	-2.2	-3	/	0.8	6	10	1	-3	-13
NN=C1C(=O)c2cccc3cccc1c23	57*	-11	-2	-3	-1.1	-1	15	-4	-4	5
COc1cc(C)c(CNc2cccc(C)c2)cc1C	-7	1.3	0	-2	0.1	-16	0	-1	-1	1
O=C(CNCc1ccccn1)Nc1ccc([N+](=O)[O-])cc1C(=O)Nc1ccccc1F	16	-3.0	2	1	-0.5	-5	9	-1	-3	-9
COc1cc(/C=C2\SC(=Nc3c(C)n(C)n(-c4ccccc4)c3=O)NC2=O)ccc1O	11	-2.1	-4	0	2.7	-5	-1	2	0	-43
CSc1cccc(CN2CCN(Cc3ccccc3)C(CCO)C2)c1 (stereo not drawn)	-14	2.9	3	-3	-0.2	2	6	-2	-2	-6
CC(C(=O)NCC1CCCO1)n1cccc1C(=O)c1ccccc1 (stereo not drawn)	2	-0.4	-3	-2	0.1	-3	-1	-3	0	2
C=CCNC(=O)c1c(Cl)cccc1Cl	10	-1.8	0	0	1.2	0	9	-2	-2	-1
COc1ccccc1N1CCN(C(=O)C(C)NC(=O)c2cccc([N+](=O)[O-])c2)CC1 (stereo not drawn)	-5	0.6	-2	-2	0.8	1	-9	1	2	5
COc1ccc(C(=O)N2CCN(Cc3ccc(OC)c(OC)c3)CC2)cc1	6	-1.1	-6	/	2.2	2	-19	-1	1	-12
Cc1cc(C(F)F)n2ncc(C(=O)NCc3ccccc3F)c2n1	-6	1.1	-3	-3	-0.8	4	-4	-3	1	-16
O=C1NC(c2ccccc2)=NC1(NS(=O)(=O)c1ccc(Cl)cc1)C(F)(F)F (stereo not drawn)	-4	0.8	-2	-3	-1.7	0	19	0	1	1
CCc1cccc(C)c1NC(=O)COC(=O)CNC(=O)c1cccs1	7	-1.0	2	/	1.6	-5	-6	-2	2	-16
COc1cc2c(cc1OC)CN(C(=O)C1CCCN1S(=O)(=O)c1ccc(C)cc1)CC2 (stereo not drawn)	8	-1.5	-3	-2	0.5	-3	1	0	-1	1
O=C(OCC(=O)c1ccc[nH]1)c1ccc(C(F)(F)F)cc1	11	-2.1	-1	-52	1.3	1	8	0	-2	-2

Sorted by the number under OPRM1-OPRD1 inv (highest first): 3 from the list above.
| SMILES | OPRM1-OPRD1 inv | OPRM1-OPRD1 ag | Keap1-Nrf2 PPI | CAL-PDZ inh HTS | LANA DNA inh | cardiac RTF act | V-ATPase pHluor |
| --- | --- | --- | --- | --- | --- | --- | --- |
| O=C(OCC(=O)c1ccc[nH]1)c1ccc(C(F)(F)F)cc1 | 11 | -2.1 | -1 | -52 | 1.3 | 1 | 0 |
| C=CCNC(=O)c1c(Cl)cccc1Cl | 10 | -1.8 | 0 | 0 | 1.2 | 0 | -2 |
| COc1ccccc1N1CCN(C(=O)C(C)NC(=O)c2cccc([N+](=O)[O-])c2)CC1 (stereo not drawn) | -5 | 0.6 | -2 | -2 | 0.8 | 1 | 1 |

The listing continues:
SMILES	OPRM1-OPRD1 inv	OPRM1-OPRD1 ag	Keap1-Nrf2 PPI	CAL-PDZ inh HTS	LANA DNA inh	cardiac RTF act	HTR5A inv ctr	V-ATPase pHluor	HTR5A ag ctr	Cardiac RTF inh
COc1cc(OC)c(C2N(c3ccc(Cl)c(Cl)c3)C(=O)C3CCCN32)cc1OC (stereo not drawn)	15	-2.7	0	-5	-1.0	19	3	1	3	2
CCOCCCN(C(=O)c1ccco1)C(C(=O)NC1CCCC1)c1ccc(OC)cc1 (stereo not drawn)	9	-1.4	-1	-10	-0.6	-5	-16	-3	6	6
Cc1cccc(NC(c2ccc(C)s2)c2ccc3ccc(C)nc3c2O)n1 (stereo not drawn)	12	-2.0	0	2	2.0	0	6	-2	-2	-15
CNC(=O)NC(=S)NC(=O)c1ccc(OC)cc1	18	-3.7	-5	-4	0.2	5	11	4	-3	4
C#CCOCCOCCOCCNc1nc(N2CCN(C(=O)C([C@@H](C)CC)n3cc(C(N)Cc4ccc(O)cc4)nn3)CC2)nc(N2CCN(C(=O)[C@H](CCC(=O)O)n3cc(C(N)[C@H](C)CC)nn3)CC2)n1 (stereo partly drawn)	19	-4.1	1	-2	-0.1	0	-31	1	2	2
